# Assay outcomes as filed in PubChem BioAssay.
# p53 reactivation: qHTS assay for re-activators of p53 using a Luc reporter; H1299 p53-A138V BP100-luciferase reporter, luminescence, 24 h; Potency, µM (highest dose often 92.2 µM), inactives show at the highest dose activity change, positive = activation, most hits filed as activators; actives 0.063% (n = 320,000); note: potency is the fitted concentration of half-maximal effect; % of control where 0% means no effect; nearly all actives have a fitted effect of over 45% in size
#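 p53-null H1299 cells stably carrying temperature-sensitive p53-A138V and a BP100-luciferase reporter were pinned with compounds (4-point, 1:5 series) and held 24 hrs at 37 deg C. Luminescence was read 10 min after detection reagent.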
# NPC1 promoter act: qHTS Assay for NPC1 Promoter Activators. Huh7 NPC1 promoter luciferase reporter, 24 h. Potency, µM (highest dose often 9.22 µM), for the others: at the top dose activation, most hits filed as activators. actives 2.4% (n = 320,000). AID 485313, 2010;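 note: potency is the fitted concentration of half-maximal effect; % of control where 0% means no effect; nearly all actives have a fitted effect of over 60% in size; reporter is driven by a mutant NPC1 promoter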
#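 In 1536-well qHTS, Huh7 cells harboring an NPC1 promoter–luciferase construct received compound for 24 h; activation was quantified by luminescence following luciferase reagent addition.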
# Giardia killer: Small Molecules that selectively kill Giardia lamblia: qHTS; Giardia lamblia trophozoite viability; actives 0.15% (n = 340,000); AID 540267, 2011; activity change, % at 7.66 µM, hits read low; in the data active = activity change below about -80%; inconclusive = between about -30% and that limit;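 note: parasites exposed to compound for two days anaerobically before the ATP read; % is set by controls: 0 for no effect and ±100 for the full control effect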
#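 Compounds were tested on trophozoites seeded at 100 cells/well and held 48 hrs at 37 deg C anaerobically. An ATP-based luminescent kit measured the remaining live cells.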
# Gal4-VP16 FLuc: VP16 counterscreen qHTS for inhibitors of ROR gamma transcriptional activity. actives 3.5% (n = 310,000). Drosophila S2 Gal4-VP16 UAS-luciferase, luminescence, 20 h. Potency, µM (titrated, usually from 53.6 µM), for the others: top-dose activity, negative = inhibition, usual class: inhibitors;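 note: Gal4-VP16 expression switched on by copper sulfate through the metallothionein promoter; potency is the fitted concentration of half-maximal effect; % is set by controls: 0 for no effect and ±100 for the full control effect; nearly all actives have a fitted effect of over 50% in size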
# ELG1 genotoxic: qHTS screen for small molecules that induce genotoxicity in human embryonic kidney (HEK293T) cells expressing luciferase-tagged ELG1. HEK293T ELG1-luciferase reporter, luminescence, 16 h. Potency, µM (highest dose often 46 µM), for the others: at the highest dose activity change, positive = activation, actives largely listed as activators. actives 1.3% (n = 330,000). AID 504466, 2011; note: potency is the fitted concentration of half-maximal effect; % of control where 0% means no effect; nearly all actives have a fitted effect of over 60% in size
#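 Step 1: seed 2,000 HEK293T ELG1-luciferase cells per well. Step 2: add compound or DMSO, incubate 16 hr at 37 °C. Step 3: ONE-Glo, 30 min at room temperature, read luminescence.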
# Rab9 prom act: qHTS Assay for Rab9 Promoter Activators; Huh7 Rab9 promoter-luciferase reporter, luminescence, 24 h; Potency, µM (highest dose often 9.22 µM), without a hit: at the highest dose activation, negative = inhibition, usual class: activators; actives 2.8% (n = 320,000); AID 485297, 2010; note: potency is the fitted concentration of half-maximal effect; % of control where 0% means no effect; nearly all actives have a fitted effect of over 60% in size
#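 Cell-based reporter: Huh7 stable for Rab9 promoter-driven luciferase, plated in reduced-serum medium with 10% FBS at 1500 cells/well, compound-treated 24 h at 37 °C, luminescence read after 10 min reagent.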
# PKM2 activator: qHTS Assay for Activators of Human Muscle isoform 2 Pyruvate Kinase; purified PKM2, Kinase-Glo ATP luminescence, activation; response scale: 0% is enzyme alone, no compound; Potency, µM (titrated, usually from 57.5 µM), inactives show at the highest dose activation, actives largely listed as activators; actives 0.34% (n = 260,000); AID 1631, 2009; note: potency is the fitted concentration of half-maximal effect; % is set by controls: 0 for no effect and ±100 for the full control effect; nearly all actives have a fitted effect of over 55% in size
#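 hPK-M2, >95% pure; 0.1 mM ADP / 0.5 mM PEP final; imidazole pH7.2 buffer w/ 7 mM MgCl2, 50 mM KCl; 1 h RT; Kinase-Glo lum. Intermediate enzyme activity for dual inhibitor/activator qHTS.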
# BRCA1 expr up: qHTS Assay to Identify Small Molecule Activators of BRCA1 Expression | MCF7-BRCA1-FFLuc reporter, luminescence, 48 h; response scale: scaled: vehicle 0%, 10 µM genistein 100% | Potency, µM (titrated, usually from 46.1 µM), inactives show at the top dose activation, usual class: activators | actives 1.1% (n = 380,000) | AID 624202, 2012; note: potency is the fitted concentration of half-maximal effect; nearly all actives have a fitted effect of over 80% in size; some results filed as inactive show a strong effect at the top dose
#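 Luminescence from a BRCA1-driven firefly luciferase in MCF7 cells was the read-out, taken 15 min after substrate addition following 48 h compound exposure at 37 °C. Data were normalized to a 10 microM genistein control and DMSO vehicle.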
# Menin-MLL TR inh: qHTS Assay for Inhibitors Targeting the Menin-MLL Interaction in MLL Related Leukemias: Competition With Texas Red Labeled MLL-derived Mutant Peptide. O00255. actives 0.23% (n = 270,000). Menin + Texas Red MLL mutant peptide, fluorescence polarization. Potency, µM (top dose mostly 61.6 µM), for the others: at the top dose FP activity change, negative = inhibition, actives largely listed as inhibitors; active = well fitted inhibition curve with a large enough effect in the polarisation, with a control signal flat, not every such curve was filed as active; inconclusive = small, poorly fitted or top-dose-only effect, or effect the other way, or a change in a side signal; inactive = no such curve, though single readings can be large or run the other way; the % refers to the polarisation; note: potency is the fitted concentration of half-maximal effect; % of control where 0% means no effect; many of its hits are not listed in these tables
# Target sequence (O00255 whole entry, looked up): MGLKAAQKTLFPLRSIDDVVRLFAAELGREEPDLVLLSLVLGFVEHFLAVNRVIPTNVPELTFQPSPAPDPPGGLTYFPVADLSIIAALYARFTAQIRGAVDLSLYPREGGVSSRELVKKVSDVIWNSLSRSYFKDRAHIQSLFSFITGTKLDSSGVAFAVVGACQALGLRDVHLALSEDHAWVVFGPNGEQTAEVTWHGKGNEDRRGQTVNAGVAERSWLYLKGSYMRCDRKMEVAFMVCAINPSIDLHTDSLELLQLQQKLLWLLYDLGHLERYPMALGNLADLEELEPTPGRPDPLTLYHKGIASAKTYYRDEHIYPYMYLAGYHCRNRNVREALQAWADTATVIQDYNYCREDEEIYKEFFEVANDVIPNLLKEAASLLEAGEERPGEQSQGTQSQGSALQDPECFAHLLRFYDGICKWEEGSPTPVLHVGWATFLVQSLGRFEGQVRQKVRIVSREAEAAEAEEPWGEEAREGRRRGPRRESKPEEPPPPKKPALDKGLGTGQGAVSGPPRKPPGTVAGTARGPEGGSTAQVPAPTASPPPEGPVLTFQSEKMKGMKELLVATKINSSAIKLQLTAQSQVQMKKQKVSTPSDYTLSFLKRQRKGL
# RORg inh: qHTS for inhibitors of ROR gamma transcriptional activity; actives 5.4% (n = 310,000); Drosophila S2 Gal4-RORgamma UAS-luciferase reporter, 20 h; Potency, µM (top dose mostly 53.6 µM), inactives show top-dose activity change, negative = inhibition, actives largely listed as inhibitors; note: potency is the fitted concentration of half-maximal effect; % is set by controls: 0 for no effect and ±100 for the full control effect; nearly all actives have a fitted effect of over 60% in size
#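 Stably transfected Drosophila Schneider cells are the test system, with ROR gamma fused to Gal4 and luciferase under UAS control; luminescence is read after 20 hr of 700 uM copper sulfate induction at ambient temperature.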
# FLuc modulator: qHTS profiling assay for firefly luciferase inhibitor/activator using purifed enzyme and Km concentrations of substrates (counterscreen for miR-21 project). actives 6.9% (n = 360,000). Potency, µM (titrated, usually from 57.5 µM), without a hit: at the top dose activity change, negative = inhibition, hits mostly inhibitors. Luciferin 4-monooxygenase (Photinus pyralis), P08659. AID 588342, 2011. purified FLuc, Km substrates, luminescence inhibition;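 note: potency is the fitted concentration of half-maximal effect; plate controls were vehicle for no effect and reference inhibitor for full effect; nearly all actives have a fitted effect of over 55% in size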
#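 Biochemical qHTS of compounds, final roughly 60 µM downward over six points, against 10 nM purified firefly luciferase using Km concentrations of substrates (10 uM D-luciferin, 10 uM ATP) in Tris acetate pH 7.5 buffer; luminescence output.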
# Numbers without * were called inactive; ? = inconclusive; . = no result given; [ ] = remark or other dose. Unless noted, calls come from the whole dose curve; as a rule, active = well fitted curve in the direction sought with a large enough effect; inconclusive = small, poorly fitted or top-dose-only effect, or another doubt; inactive = no such curve, though single readings can be large; an effect the other way counts as inactive or inconclusive.
SMILES,p53 reactivation,NPC1 promoter act,Giardia killer,Gal4-VP16 FLuc,ELG1 genotoxic,Rab9 prom act,PKM2 activator,BRCA1 expr up,Menin-MLL TR inh,RORg inh,FLuc modulator
O=C(O)COCC(=O)Nc1ccc2c(c1)CCC2,23%,0%,-5,5%,4%,7%,2%,2%,-1%,-2%,-6%
O=S(=O)(c1ccccc1F)N1CCCc2ccccc21,-4%,-6%,-3,-15%,-8%,-2%[1.84 µM],.,-26%,20%,13%,0%
O=C(CCCOc1ccc(Cl)cc1Cl)NCC1CCCO1 (configuration not stated),-7%,0%,-6,24%,0%,1%,1%,28%,3%,37%,?
O=c1cc(-c2ccccc2)n(S(=O)(=O)c2ccccc2)o1,4%,-1%,-10,0%,2%,2%,-9%,-10%,3%,0%,-11%
CCNc1ccc(S(=O)(=O)C(F)(F)F)cc1NC(=O)C12CCC(CC1)C2,-4%,-1%,-20,0%,-2%,4%,1%,9%,5%,-19%,3%
Cc1ccc(S(=O)(=O)N(C)C)cc1NC(=O)CSc1nnc(C2CC2)n1C1CC1,3%,0%,11,.,0%,-1%,.,-36%,.,.,.
Cc1c(NCc2ccccc2O)c(=O)n(-c2ccccc2)n1C,-1%,1%,-7,9%,-11%,-16%,7%,1%,.,28%,-7%
COc1cc(C(=O)NC(=S)Nc2ccc(NC(=O)c3ccco3)cc2)cc(OC)c1OC,1%,-2%,12,-3%,-1%,-17%,-4%,-30%,2%,-26%,-1%
C=CCNC(=O)/C(C#N)=C/c1c(N2CCN(c3ccccc3)CC2)nc2c(C)cccn2c1=O,0%,-4%,12,1%,0%,-1%[1.84 µM],.,-40%,19%,2%,-1%
Cc1ccc2cccc(Oc3cnccn3)c2n1,-6%,-3%,2,3%,1%,7%,0%,3%,-6%,-13%,3%
CCOC(=O)c1cc(-c2ccccc2)sc1NC(=O)c1ccc(OC)cc1,-1%,1%,-10,-10%,-1%,0%,1%,-20%,5%,1%,?
O=C1NC2(CCCCCC2)C(=O)N1Cc1ccccc1Br,-14%,-1%,-8,-16%,-2%,3%,-8%,-11%,-14%,8%,3%
CC1CCc2c(sc3ncn(N)c(=N)c23)C1 (configuration not stated),4%,1%,-24,?,-3%,-1%,23%,35%,.,?,0%
CSc1nc(-c2ccccc2)c(-c2ccccc2)[nH]1,-11%,1%,?,-12%,-7%,-7%,-12%,-2%,-23%,12%,-1%
Cc1ccccc1OC(C)c1nc(-c2ccccc2)no1 (configuration not stated),?,2%,-7,13%,?,-1%,-6%,33%,-14%,40%,?
CNC(=O)CSc1nnc(-c2ccco2)n1-c1cccc(C)c1C,.,-11%,-10,-13%,5%,0%,0%,2%,-12%,14%,1%
CC(C)NC(=O)COc1ccc(S(=O)(=O)N2CCOCC2)cc1,5%,10%,-20,6%,-4%,-5%,-1%,-1%,-3%,-2%,1%
Cc1ccsc1/C=N/NC(=O)c1ccco1,?,15%,11,2%,13%,17%,-3%,48%,7%,-40%,?
COC(=O)CC1C(=O)NC2CCCCC2N1C(=O)c1ccccc1 (configuration not stated),.,.,-11,2%,.,.,3%,-22%,0%,5%,9%
COc1ccc(C(C)=O)cc1COC(=O)c1ccc(N)c([N+](=O)[O-])c1,2%,-3%,13,4%,7%,-3%,2%,-23%,30%[activator],-23%,-4%
Fc1ccc(C2=Nn3c(Cc4ccccc4)nnc3SC2)cc1,-13%,0%,3,4%,4%,16%,-23%,-3%,-3%,-4%,4%
Cc1ccc2cc(CN(Cc3nnnn3C3CCCC3)C3CCCCC3)c(=O)[nH]c2c1C,3%,4%,-4,-16%,0%,-10%,0%,24%,-4%,0%,11%
O=C(Nc1cc(Sc2ccccn2)cc([N+](=O)[O-])c1)c1cccc(F)c1,2%,-9%,-13,-15%,-13%,0%,0%,-61%,?,?,3%
CCOC(=O)C1CCCN(C(=O)c2cc(Nc3ccc(OC)cc3OC)nc3ccccc23)C1 (configuration not stated),-1%,10%,-8,11%,-8%,10%,-15%,1%,4%,?,9.5µM*
Nc1cccc(-c2nc3ccc(N)cc3s2)c1,-2%,?,?,?,?,?,-47%,?,.,3.5µM*,0.27µM*
COc1cc(OC)cc(C(=O)N[C@H](C(=O)Nc2cccc(S(=O)(=O)N3CCCC3)c2)C(C)C)c1,5%,9%,48[activator],-9%,-6%,-2%,9%,-43%,.,-26%,1%
COc1ccc(-c2[nH]c(-c3ccc(C)cc3)nc2SCC(=O)Nc2nccs2)cc1,-29%,-1%,-28,4%,-3%,-1%,5%,-64%,?,?,1%
COc1ccc(-n2c(Cc3cccn3C)nnc2SCC(=O)Nc2ccc(C)c(Cl)c2)cc1,-10%,-1%,7,11µM*,-6%,5%,9%,0%,0%,?,-4%
O=C(CN1C(=O)COc2ccccc21)Nc1ccc(N2CCOCC2)cc1,2%,-1%,37[activator],2%,0%,-2%,-1%,2%,0%,8%,-19%
CN(C)C(=O)c1ccc(Oc2ccc(C(=O)N(C)C)cc2)cc1,17%,0%,3,15%,0%,6%,1%,3%,-15%,12%,3%
COc1cccc(-c2csc(N3CCN(CC(=O)NNC(=O)c4ccc(Cl)cc4)CC3)n2)c1,-1%,3%,4,-9%,-5%,-1%,-3%,-11%,?,4%,0%
Cc1ccc(C(=O)COC(=O)CCC(=O)Nc2ccccc2Cl)cc1[N+](=O)[O-],-2%,-1%,-10,6%,-1%,6%,-2%,2%,6%,0%,0%
COc1ccc(NC(=O)CN(C)C(=O)CNC(=O)c2ccc(C)s2)cc1,16%,2%,-1,.,3%,-1%,.,17%,.,.,2%
CN(C)c1ccc(NC(=O)CN2CCC(NC(=O)C3CCCCC3)CC2)cc1,7%,1%,26,-15%,-5%,-1%,1%,-4%,-8%,0%,1%
COc1ccccc1CC(NC(C)=O)C(=O)NC1CCN(c2nnnn2-c2ccccc2)CC1 (configuration not stated),-8%,-5%,9,.,-1%,-5%,-7%,-19%,2%,24%[0.365 µM],1%
OCCOc1nnnn1-c1ccccc1,2%,2%,-7,-2%,-5%,0%,-1%,11%,16%,-14%,2%
Cc1[nH]n(-c2ccccc2)c(=O)c1C(c1ccccc1[N+](=O)[O-])C(C#N)C#N (configuration not stated),-1%,1%,-11,22%,0%,6%,.,-29%,?,?,-2%
Cc1ccc(O)c(C2=NOC(O)(C(F)(F)C(F)F)C2)c1 (configuration not stated),?,0%,-24,1%,-4%,1%,-1%,5%,0%,-39%,-5%
COc1ccccc1S(=O)(=O)Cc1ccc(C(=O)NCCN2CCCC2)o1,7%,0%,-9,-5%,-2%,5%,2%,1%,-15%,-9%,-3%
CC1=CC(=C(C#N)C#N)C=C(C)N1CCC(C)C,0%,-3%,-6,-11%,0%,-3%,-6%,14%,-16%,3%,-2%
COc1ccccc1-c1cc(C(=O)NCc2cccs2)no1,14%,13%,-8,19%,6%,-5%,5%,6%,?,32%,19µM*
CC(C)NC(=O)c1ccc(N2CCOCC2)nc1,-1%,-2%,-3,18%,2%,-2%,0%,-1%,0%,2%,1%
COc1ccc(-c2nc3ccc(C)cc3c(=O)o2)cc1OC,.,2%,13,17%,-2%,0%,0%,2%,17%,8%[1.91 µM],3.4µM*
Cc1nn(C(=O)c2cccs2)c(N)c1-c1ccccc1,?,?,-20,-21%,?,?,4%,?,26%,33%,4.3µM*
CC(/C=C/c1ccccc1)=N\Nc1nc(-c2ccccc2)cs1,6%,-4%,9,-2%[0.365 µM],-8%,-4%,0%,-15%,?,?,4%
CCN(CC)CCN(CC(=O)Nc1c(C)cc(C)cc1C)C(=O)c1ccccc1,1%,-4%,4,-5%,-1%,2%,4%,-19%,-12%,-1%,3%
COc1ccccc1CCN1CCCC(CN(C)C(=O)c2ccco2)C1 (configuration not stated),11%,-1%,36[activator],0%,-6%,0%,.,5%,?,-15%,-2%

# An excerpt, so the mix of outcomes need not match the whole.
